High-throughput results (PubChem)
TNAP inh pNP – human TNAP enzyme inhibitors, primary screen, biochemical, colorimetric, p-nitrophenol readout; 21,000 tested, under 10 active; Alkaline phosphatase, tissue-nonspecific isozyme (Homo sapiens), P05186; purified TNAP, pNPP hydrolysis, absorbance 405 nm; inhibition, % at 20 µM;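 note: 0% = DMSO only wells and 100% = 1 mM levamisole wells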
Target sequence (P05186 whole entry, looked up): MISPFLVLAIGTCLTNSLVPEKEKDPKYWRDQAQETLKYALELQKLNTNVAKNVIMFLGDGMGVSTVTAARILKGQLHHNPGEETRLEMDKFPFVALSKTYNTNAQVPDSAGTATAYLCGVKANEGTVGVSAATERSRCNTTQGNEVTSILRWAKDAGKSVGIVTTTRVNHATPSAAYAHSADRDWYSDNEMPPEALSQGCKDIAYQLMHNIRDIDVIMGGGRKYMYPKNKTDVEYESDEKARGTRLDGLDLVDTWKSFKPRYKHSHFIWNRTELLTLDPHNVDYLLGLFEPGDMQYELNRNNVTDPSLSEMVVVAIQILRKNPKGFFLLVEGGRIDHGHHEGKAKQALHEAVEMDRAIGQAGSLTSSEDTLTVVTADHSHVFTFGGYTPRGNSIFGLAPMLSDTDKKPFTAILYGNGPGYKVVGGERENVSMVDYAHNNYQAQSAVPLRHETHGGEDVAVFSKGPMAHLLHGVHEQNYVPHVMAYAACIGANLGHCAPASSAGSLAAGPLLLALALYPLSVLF
TNAP Pi inh – human TNAP enzyme inhibitors, primary screen, biochemical, colorimetric, phosphate release readout; AID 614, 2007; purified TNAP, pNPP, malachite green phosphate absorbance; 21,000 tested, under 10 active; inhibition, % at 20 µM; Alkaline phosphatase, tissue-nonspecific isozyme (Homo sapiens), P05186
* marks the source's active call; other numbers are inactive results.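 Rule for the calls: active = inhibition above 50% at the 20 µM single-dose screen; inactive = the rest.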 The list is partial (hit frequency here may not be typical).

SMILES	TNAP inh pNP	TNAP Pi inh
Cc1ccc(S(=O)(=O)NC2=NCN(CCc3ccccc3)CN2)cc1	3.4	13.2
CC(C)CC(=O)Nc1nnn(C)n1	5.7	11.3
COc1ccccc1N/C(N)=N/c1nc(CSc2ccc(C)cc2)cc(=O)[nH]1	7.6	6.6
Cc1ccc(S(=O)(=O)N2CCC(C(=O)OCC(=O)N3CC(=O)Nc4ccccc43)CC2)cc1	5.7	12.0
CSc1ccc2[nH]c(=O)cc(C)c2c1	1.2	6.0
CCN(CC)C(=O)CN(c1ccc(F)c(Cl)c1)S(C)(=O)=O	0.4	5.3
COC(=O)c1cc(Br)c(=O)n(CCN2CCCCC2)c1	-9.2	-1.0
COC(=O)C(NC(=O)C(NC(=O)c1ccccc1)C(C)C)C(C)C (configuration not stated)	4.7	8.6
CCN(CC)c1cc(Oc2ccccc2)ncn1	5.8	-0.9
COc1ccc(CCCc2nnc(SCC(=O)Nc3nccs3)n2C)cc1C	7.5	18.1
NS(=O)(=O)c1ccc(S(=O)(=O)N(Cc2ccccc2F)CC2CCCO2)cc1 (configuration not stated)	2.1	13.9
C[C@H](C(=O)C=[N+]=[N-])N1C(=O)c2ccccc2C1=O	3.6	-15.0
NC(=O)c1ccccc1NS(=O)(=O)c1cccs1	4.9	8.0
Cc1cn2c(nc1=O)OC1C(O)C(COC(=O)c3ccccc3)OC12 (configuration not stated)	7.5	2.9
CCCCC(=O)Nc1cccc2c1C(=O)N(c1ccccc1)C2=O	2.9	6.8
CCOc1cc(C)c(Cl)cc1S(=O)(=O)N(CC)CC	0.0	0.0
CC(N=c1ccccn1C(=O)Nc1ccc(Cl)cc1)c1ccco1 (configuration not stated)	2.5	8.7
Cc1ccccc1CSc1nnc(C)n1N	-3.3	-0.4
CCCCOc1ccc(CSc2ncn[nH]2)cc1	8.7	13.5
COc1ccccc1OCC(=O)NCCNC(=O)COc1ccccc1OC	-2.3	4.4
O=S(=O)(NCC1CCN(S(=O)(=O)c2ccccc2)CC1)c1ccccc1	-1.5	4.0
Cc1ccc2c(c1)nnn2C1CCN(S(C)(=O)=O)CC1	-0.8	7.4
Cc1ccc(C(O)c2cccnc2)o1 (configuration not stated)	2.2	4.6
CCn1c(NC(=O)c2ccco2)c(-c2ccccc2Cl)c(=O)c2ccccc21	-3.2	5.6
O=c1cc(CSc2nnc(COc3ccccc3)o2)c2ccccc2[nH]1	2.1	15.5
SMILES	TNAP inh pNP	TNAP Pi inh
NC(=O)C1CCN(C(=O)CN2CCCc3ccccc32)CC1	6.3	-5.7
COc1ccc(OC)c(C2/C(=C(/O)c3ccccc3)C(=O)C(=O)N2Cc2ccco2)c1 (configuration not stated)	-1.6	4.1
COc1ccccc1N(O)C1CC(=O)N(c2ccc(Br)cc2)C1=O (configuration not stated)	5.5	-4.3
Cc1cccc(NC(=O)C2C(C(=O)O)C3C=CC2C32CC2)c1C (configuration not stated)	-0.9	1.8
COc1ccc(C2=CC(c3ccc(C)cc3)n3nnnc3N2)cc1 (configuration not stated)	4.4	5.6
COc1ccc(CCNC(=O)CCC(=O)N2CCN(S(=O)(=O)c3ccccc3)CC2)cc1OC	-0.7	12.6
CCCn1nnc(NC(=O)COc2ccc(C3CCCCC3)cc2)n1	-3.3	6.9
COC(=O)c1ccc(CN2C(=O)NC3(CCCc4ccccc43)C2=O)o1 (configuration not stated)	4.1	3.1
COc1ccc(S(=O)(=O)Nc2cc(C)cc(C)n2)c2ccccc12	-0.1	9.1
NC(=O)C1(N2CCCCC2)CCN(CC(=O)Nc2ccc(Oc3ccccc3)cc2)CC1	3.5	11.0
CCCC(=O)Nc1ccc(Cl)c(NC(=O)CC)c1	4.4	-2.8
COc1ccc(CCNC(=O)c2c(O)c3c([nH]c2=O)CCCC3)cc1OC	6.1	4.4
COc1ccc(-c2nnc(SCc3ncc(-c4ccccc4)o3)o2)cc1	-0.4	7.5
CN1C(=O)C(O)(c2sc(N)nc2-c2ccccc2)c2ccccc21 (configuration not stated)	0.0	0.0
COC(=O)CSc1nnc(-c2ccoc2C)n1-c1ccc(OC)cc1	1.7	9.9
Cn1ncc(N)c1C(=O)Nc1cccc(C(F)(F)F)c1	2.5	6.0
CCn1c2ccccc2c2nc3ccccc3nc21	4.6	6.4
O=C1C=C(NCc2ccccc2)C2(CCCCC2)O1	5.3	8.3
O=C1Nc2ccccc2C(O)(C(=O)N2CCCCC2)N1c1ccccc1 (configuration not stated)	5.2	9.4
COc1ccc(S(=O)(=O)n2cnc3cc(C)c(C)cc32)cc1	2.2	17.1
COc1ccc(-c2c(NC(C)=O)n(C)c3ccccc3c2=O)cc1	3.9	6.3
Nc1ccn(-c2ccc(Cl)cc2)c(=O)c1	3.4	15.2
Cc1c(OCC(=O)OC(C)(C)C)ccc2c3c(c(=O)oc12)CCC3	-0.1	2.5
COc1cc(CN2CCC(C(=O)N3CCC(C)CC3)CC2)cc(Br)c1O	4.5	-5.4
COc1ccc2c3c(cccc13)NN=C2C	3.1	-3.6

Structures above with four or more nitrogen atoms:
SMILES	TNAP inh pNP	TNAP Pi inh
Cc1ccc(S(=O)(=O)NC2=NCN(CCc3ccccc3)CN2)cc1	3.4	13.2
CC(C)CC(=O)Nc1nnn(C)n1	5.7	11.3
COc1ccccc1N/C(N)=N/c1nc(CSc2ccc(C)cc2)cc(=O)[nH]1	7.6	6.6
COc1ccc(CCCc2nnc(SCC(=O)Nc3nccs3)n2C)cc1C	7.5	18.1
Cc1ccccc1CSc1nnc(C)n1N	-3.3	-0.4
Cc1ccc2c(c1)nnn2C1CCN(S(C)(=O)=O)CC1	-0.8	7.4
COc1ccc(C2=CC(c3ccc(C)cc3)n3nnnc3N2)cc1 (configuration not stated)	4.4	5.6
CCCn1nnc(NC(=O)COc2ccc(C3CCCCC3)cc2)n1	-3.3	6.9
NC(=O)C1(N2CCCCC2)CCN(CC(=O)Nc2ccc(Oc3ccccc3)cc2)CC1	3.5	11.0
Cn1ncc(N)c1C(=O)Nc1cccc(C(F)(F)F)c1	2.5	6.0

Next entries.
SMILES	TNAP inh pNP	TNAP Pi inh
Clc1ccc(OCc2nnc(-c3ccccc3Br)o2)c(Cl)c1	4.0	5.8
Cc1ccnc(N2CCN(c3c4c(c(C#N)c5nc6ccccc6n35)CCC4)CC2)c1	2.5	11.0
Cc1cccc2cc(COC(=O)COc3ccccc3)c(=O)[nH]c12	2.6	8.1
CCOC(=O)c1cnn2c1[nH]c(=O)c1ccccc12	1.7	7.3
COc1ccc(-c2nc3nc(C)c(Cc4ccccc4)c(=O)n3[nH]2)cc1	3.4	6.3
CC(=O)Nc1ccc2nc(-c3cccs3)[nH]c2c1	-4.0	-1.1
CCc1nnc(NC(=O)CSc2nnc(CSc3nc(C)cc(C)n3)n2C)s1	1.3	6.0
Cc1c(NC(=O)COC(=O)Cc2ccc(Cl)cc2)c(=O)n(-c2ccccc2)n1C	5.7	19.0
O=C(O)CCC(=O)OC1CC2CCC1C2 (configuration not stated)	-0.7	14.3
Cc1cccc(N(C(=O)Cn2nnc3ccccc32)C(C(=O)NCc2ccco2)c2ccncc2)c1C (configuration not stated)	2.6	7.1
COc1cc(C(=O)OC(C)CN2CCOCC2)cc(OC)c1OC (configuration not stated)	2.9	9.8
OC(COc1ccc(Cl)cc1)CN1CCCCC1 (configuration not stated)	1.4	15.4
COc1ccccc1CNc1nc2nc(C)c(C)c(=O)n2[nH]1	5.3	10.4
CCOC(=O)c1sc2ncn(C(CC)C(=O)OC)c(=O)c2c1C (configuration not stated)	9.0	7.3
CCOc1ccc(C2CC(c3ccccc3)Nc3nc(N)nn32)cc1 (configuration not stated)	2.6	9.4
O=C(NCc1cccnc1)NC(C(F)(F)F)C(F)(F)F	-1.9	1.4
CC(=O)N1CCN(c2ccccc2NC(=O)COc2cc(C)ccc2C(C)C)CC1	5.6	9.6
CCCn1nnc(NC(=O)c2ccc(Br)cc2)n1	-14.8	-3.3
COc1cc(C2C(C#N)=C(N)Oc3c2oc(CO)cc3=O)ccc1OC(C)C (configuration not stated)	-1.0	1.9
Cc1ccc(NC(=O)COC(=O)Cn2c(C)csc2=O)cc1C	0.0	14.0
O=C(O)c1csc(Br)c1Br	3.3	5.5
CCSc1nnc(NC(=O)c2ccc3c(c2)OCO3)s1	3.0	4.6
CCOC(=O)c1ccc(NC(=O)C(C)NS(=O)(=O)c2ccc(OC)cc2)cc1 (configuration not stated)	3.2	15.6
Cc1csc(SCC(=O)N2CCN(S(=O)(=O)c3ccccc3)CC2)n1	1.2	9.0
CN1CCN(CC(=O)N2c3ccccc3C(=O)Nc3cccnc32)CC1	0.0	0.0

In another format: three of the compounds above.
Molecule,TNAP inh pNP,TNAP Pi inh
COc1cc(C2C(C#N)=C(N)Oc3c2oc(CO)cc3=O)ccc1OC(C)C (configuration not stated),-1.0,1.9
Cc1ccc(NC(=O)COC(=O)Cn2c(C)csc2=O)cc1C,0.0,14.0
O=C(O)c1csc(Br)c1Br,3.3,5.5

Going on with the list.
SMILES	TNAP inh pNP	TNAP Pi inh
O=C(Nc1ccc2nsnc2c1)c1cccs1	2.7	8.2
Cn1c(SCC(N)=O)nnc1C1CCN(C(=O)NC2CCCCC2)CC1	-0.3	8.2
Cc1csc(NC(=O)C2C3C=CC(O3)C2C(=O)O)n1 (configuration not stated)	4.7	6.7
CCOC(=O)c1c(C)[nH]c(C(=O)Cn2nnc(-c3ccccc3Cl)n2)c1C	4.7	9.7
COC(=O)c1cc(OC)c(OC)cc1NC(=O)c1ccoc1C	0.0	0.0
Cc1cc(C)c2c(n1)nn1c(NCCN3CCOCC3)cc(C)nc21	-3.3	5.6
O=C(CSc1nnc(-c2ccccn2)n1-c1ccccc1)Nc1ccc2c(c1)OCO2	-5.1	3.6
COc1cc(-c2noc(CCC(=O)Nc3cccnc3)n2)cc(OC)c1OC	4.3	7.8
CCOC(=O)C(C#N)C(Cc1ccccc1)c1ccco1 (configuration not stated)	-0.1	3.3
CC12CCC(=O)N1c1ccccc1C(=O)N2c1ccccc1 (configuration not stated)	-6.0	-4.9
CN(C)c1ccc(-c2ccncc2)cc1	5.3	2.2
Cc1cc(NC(=O)CSc2nnc(-c3ccco3)n2Cc2ccco2)no1	1.4	5.8
CCOc1ccc(CCNC(=O)C(O)c2ccccc2)cc1 (configuration not stated)	0.0	0.0
CCOc1ccccc1N(CC(=O)Nc1ccccc1C(=O)NCc1ccco1)S(C)(=O)=O	-14.2	-6.0
Cc1cc(OCC(=O)NCCN2CCOCC2)ccc1Br	3.6	7.9
O=S(=O)(Nc1nc2ccccc2nc1NCc1ccco1)c1ccccc1	5.1	8.1
CCOC(=O)c1c(NC(=O)c2ccc(Br)o2)sc(C)c1CC	1.8	14.4
CS(=O)(=O)N(CCc1ccccc1)CC(=O)N1CCN(c2ccccc2)CC1	5.5	-3.3
Cc1ccc(O)c(-c2cc(C(=O)NCc3ccncc3)[nH]n2)c1	4.4	7.7
CSc1ccc(Cl)c(C(=O)OCC(=O)N2CC(C)OC(C)C2)c1 (configuration not stated)	6.8	8.1
CCn1c(C)nc2cc(-c3nc4n(n3)Cc3ccccc3-4)ccc21	-8.4	0.1
CC(=O)c1sc(NC(=O)C=C(C)C)nc1C	0.0	15.1
Nc1nc(NC(=O)c2cccs2)nn1-c1ccccc1	3.3	7.1
CN(C)S(=O)(=O)N1CCN(S(=O)(=O)c2ccccc2)CC1	0.0	0.0
Clc1ccc(Cn2ncc3c(N4CCCCC4)ncnc32)c(Cl)c1	0.3	4.5
SMILES	TNAP inh pNP	TNAP Pi inh
CCOc1ccc(-c2nnc3sc(COc4ccc(C)cc4)nn23)cc1	1.8	9.1
COc1cccc(OC)c1C(=O)Nc1ccccc1C(=O)N1CCOCC1	-14.4	-8.2
CC(C)C(=O)N1CCN(c2nc(-c3ccccc3)c3c(c2C#N)CCCC3)CC1	7.2	12.8
CCOC(=O)C1CCN(C(=O)Cc2ccc(OC)c(OC)c2)CC1	1.5	-4.4
O=C(Cc1cccs1)Nc1ccc(-c2nnn(CC(=O)N3CCOCC3)n2)cc1	6.2	7.5
Cc1cc(=O)oc(C)c1C(=O)NC1CC(C)(C)NC(C)(C)C1	2.3	6.5
COc1cc(NC(=O)CN2C(=O)NC(C)(CCC(C)C)C2=O)cc(OC)c1 (configuration not stated)	0.0	0.0
CCn1c(SC)nnc1-c1nnc(SC)n1CC	3.6	16.3
Cc1sc2c(=O)n3c(nc2c1C(=O)NCCCN1CCOCC1)CCCCC3	4.7	11.8
CCCCn1c(SCC(=O)Nc2cccc(C)n2)nnc1-c1ccco1	5.0	3.1
O=C(CCCOc1ccccc1)Nc1ccc(S(=O)(=O)N2CCOCC2)cc1	5.4	9.1
CC(C(=O)O)c1ccc(-c2ccccc2)c(F)c1 (configuration not stated)	1.1	1.0
COCCN(C(C)=O)c1nnc(-c2cnccn2)s1	-2.2	5.1
C=C(C)CSc1nc(N)c2c(C)c(C)sc2n1	6.1	10.6
CCOC(=O)C1=C(C)N=C2SC(C)C(=O)N2C1c1cccc(F)c1 (configuration not stated)	-0.5	2.5
CCCCOc1cccc(C(=O)N(Cc2cccs2)C2CCS(=O)(=O)C2)c1 (configuration not stated)	6.2	4.4
CCn1c(CNc2ccc(F)cc2)nnc1SCC(=O)OC1CCCCC1	4.2	10.3
c1ccc(OCc2nn3c(Cn4cnc5ccccc54)nnc3s2)cc1	4.2	12.9
CCOCC(=O)N1CCc2ccccc21	-5.5	2.6
CCOC(=O)N1CCN(C(=O)Nc2ccccc2Cl)CC1	4.6	7.7
O=C(Cn1nnc(-c2ccccc2NC(=O)c2cccs2)n1)Nc1ccccc1	-3.2	7.5
CS(=O)(=O)N1CCC(C(=O)N2CCc3ccccc3C2)CC1	4.1	2.4
Nc1n[nH]c2c1C1(CCCCC1)Cc1ccccc1-2	3.3	12.6
CCOC(=O)CN(C(=O)CSc1nnc(C)n1-c1ccccc1)c1ccccc1	0.0	0.0
O=C(CN1C2=NCCN2c2ccccc21)c1ccc2c(c1)OCO2	7.6	9.3
CCc1cccc(NC(=O)CN2C(=O)NC3(CCCCCCC3)C2=O)c1	0.4	6.8
